Assay outcomes (PubChem BioAssay)
Imprint erasure: inducers of genomic imprint erasure in mouse ES cells; AID 1948; Potency, µM (titrated, usually from 60.7 µM), without a hit: top-dose activity change, positive = activation, hits mostly activators; mouse ES Peg3-LacZ reporter, beta-gal luminescence, 40 h; hit rate 0.02% among 110,000;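 also: 0% = negative control wells on the plate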
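Imprint erasure is scored as LacZ activity from the silenced maternal Peg3 allele in feeder-free female ES cells cultured 40 h with LIF. Luminescence is normalized to in-plate negative controls and fitted to the Hill equation.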
p53ts 39C kill: kills p53ts cells at the nonpermissive temperature. hit rate 1.5% among 130,000. AID 902. Potency, µM (top dose mostly 46.1 µM), without a hit: at the highest dose activity change, negative = cell killing, usual class: cytotoxic. H1299-p53A138V viability at 39C, ATP luminescence, 24 h; also: nearly all actives have a fitted effect of over 55% in size
IkB signaling: IkB pathway inhibition in ABC-DLBCL cells; ABC-DLBCL IkBa-CBG/CBR dual luciferase ratio, 4 h; response scale: scaled: untreated 0%, proteasome inhibitor 100%; Potency, µM (titrated, usually from 57.1 µM), for the others: at the highest dose IkBa stabilization activation; hit rate 0.04% among 110,000; AID 445; active = well fitted curve in the direction sought with a large enough effect in the signal ratio, not every such curve was filed as active; inconclusive = small, poorly fitted or top-dose-only effect, or a change in a side signal; the % refers to the signal ratio;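 also: the direction sought is a rising ratio; 0% = basal untreated cells and 100% = reference inhibitor full response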
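In this assay, an IκBα–CBG68 fusion accumulates when IKK-driven degradation is blocked; native CBR normalizes for cell number. OCI-Ly3 cells were treated 4 h with compound and doxycycline, then green and red light read after Chroma-Glo addition.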
p53ts 32C tox: kills p53ts cells at the permissive temperature; H1299-p53A138V at 32C, ATP luminescence viability, 24 h; AID 924; Potency, µM (highest dose often 46.1 µM), for the others: top-dose activity change, negative = cytotoxicity, most hits filed as cytotoxic; hit rate 0.93% among 130,000;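 also: 0% = DMSO and -100% = full killing by reference compound; nearly all actives have a fitted effect of over 55% in size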
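ATP-content luminescence (ATPlite) read-out after 24 h compound exposure at 32C in H1299-p53A138V cells (600/well). Tested up to 46 uM. Normalized to DMSO (0%) and 100 uM tamoxifen (100% killing); Hill-fit AC50.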
Starred values were filed as active, the others as inactive; ? = inconclusive; . = no result given; [ ] = another dose, or the depositor's remark. Unless noted, calls follow the shape of the dose curve; as a rule, active = well fitted curve in the direction sought with a large enough effect; inconclusive = small, poorly fitted or top-dose-only effect, or another doubt; inactive = no such curve, though single readings can be large; an effect the other way counts as inactive or inconclusive. Unless noted, % is scaled to controls: 0 for no effect and ±100 for the full control effect; potency is read from the fitted curve at half-maximal effect.

The line under a structure holds: Imprint erasure | p53ts 39C kill | IkB signaling | p53ts 32C tox
COc1ccc(CCNC(=O)CSc2nnc(CNC(=O)c3ccccc3F)o2)cc1OC
→ 2% | 7% | -0.8% | 36%[activator]
O=C(Nc1nc2c(F)cccc2s1)c1ccc(S(=O)(=O)N2CCOCC2)cc1
→ -10%[10.9 µM] | 2% | -0.2% | 0%
COc1ccc(-n2cc(-c3ccccc3)c3c(Nc4ccc(OC)c(OC)c4)ncnc32)cc1
→ 6%[10.9 µM] | ? | -2.2% | -2%
CCCn1c(N2CCN(CC(=O)c3c[nH]c4ccccc34)CC2)nc2c1c(=O)[nH]c(=O)n2C
→ -29% | 4% | -0.4% | -16%
COc1ccc(Nc2cc(C(=O)NCc3ccccc3)c3ccccc3n2)c(OC)c1
→ 17%[10.9 µM] | -26% | ? | ?
CCOc1ccc(OCC)c(NC(=O)C2CCN(S(=O)(=O)c3c(C)noc3/C=C/c3ccccc3F)CC2)c1
→ -14%[10.9 µM] | -5% | 0.1% | 4%
Cc1cc(C)c(C)c(Cn2c(CO)nc3ccccc32)c1C
→ . | 0% | . | 10%
CC(C)N(Cc1cc2ccccc2[nH]c1=O)C(=O)C(C)(C)C
→ -8% | 2% | -1.1% | 6%
COc1ccc(CCc2nc(-c3ccc(-n4cccc4)cc3)no2)cc1
→ -11% | -10% | 0.7% | -4%
Cc1cccc(-n2c(C)cc(C(=O)C(=O)Nc3ccccc3F)c2C)c1C
→ -7%[10.9 µM] | 15% | -0.5% | 5%
O=C(CC(=O)Nc1ccccc1F)Nc1ccc2nc3n(c(=O)c2c1)CCCCC3
→ -7%[10.9 µM] | 3% | 1.2% | -5%
CC(C)NC(=O)CSc1nc2ccccc2c(=O)n1CCCOC(C)C
→ 3% | -2% | -1.4% | 5%
CCCCS(=O)(=O)NC1=NCN(CCOC(=O)c2ccccc2)CN1
→ -11% | -8% | -0.8% | 10%
C=CCc1cccc2cc(C(=O)NC(C)(C)C)c(=O)oc12
→ 9% | 18% | 0.2% | -3%
Cc1ccc(CSc2c(C)cnc3c2c(=O)n(C)c(=O)n3C)cc1
→ -5%[10.9 µM] | -22% | ? | 5%
Cc1ccc(C(=O)CC2(O)C(=O)N(CN3CCOCC3)c3ccccc32)cc1 (stereo unspecified)
→ 8% | 2% | 1.2% | 0%
CCOc1ccc(C2N(c3ccc(Cl)cc3)C(=O)C3CCCN32)cc1OC (stereo unspecified)
→ -18% | 9% | -2.8% | 4%
COc1ccc(CNC(=O)c2ccc3c(c2)N(Cc2ccccc2)C(=O)c2ccccc2S3(=O)=O)cc1
→ -12%[10.9 µM] | -15% | ? | 12%
CCCSc1nc2c(c(=O)[nH]c(=O)n2C)n1Cc1ccc(C)cc1
→ 11% | -8% | 0.6% | 1%
CCOC(=O)c1csc(NC(=O)c2ccc(S(=O)(=O)N(C)C)cc2)n1
→ -17% | -5% | 0.8% | -2%
COC(=O)c1ccc(C(=O)OCCCc2nc3ccc(N)cc3[nH]2)cc1
→ . | 22% | . | 13%
O=C1CC(N2CCN(Cc3ccc4c(c3)OCO4)CC2)C(=O)N1c1ccccc1 (stereo unspecified)
→ -11% | 1% | 4.8% | 3%
Cc1cc(NS(=O)(=O)c2ccc(NC(=O)COc3cc(C)c(Br)cc3C(C)C)cc2)no1
→ -10%[10.9 µM] | ? | ? | -5%
COC(=O)c1cc(-c2c(C)nn(-c3ccccc3)c2C)n[nH]1
→ -32%[inhibitor] | -2% | ? | 8%
CC(=O)Nc1ccc(Nc2nc(C)nc3c2oc2ccccc23)cc1
→ -10% | -3% | -0.6% | 6%
COc1ccc(CN2CC(C(=O)NCCC3=CCCCC3)CC2=O)cc1 (stereo unspecified)
→ -10% | -5% | -0.9% | 7%
Cc1ccc(NC(=O)c2ccco2)c(NC(=O)c2cccs2)c1
→ 5% | 13% | 0.4% | 4%
CCc1cccc(-n2nnc(-c3nc(-c4ccc5c(c4)OCO5)no3)c2C)c1
→ -10%[10.9 µM] | -14% | -0.3% | -14%
CS(=O)(=O)N1CCC2(CC1)CN(c1ccccc1)C2
→ . | -4% | 0.2%[11.4 µM] | -4%
Cn1cccc1C(=O)N1CCC2(CCCN(c3cccc(-c4ccccc4)c3)C2)CC1
→ . | 7% | 2.9%[11.4 µM] | 5%
Cc1csc(SCC(=O)Nc2nc3ccccc3s2)n1
→ -8% | -3% | -0.9% | -6%
CC(=O)c1ccc(OCCCC(=O)N2CCN(S(=O)(=O)c3cccs3)CC2)cc1
→ -14% | 3% | ? | -13%
COc1ccc(C(=O)NCCSCc2ccco2)cc1OC
→ -8% | 3% | -0.2% | -2%
O=C1CC(C(=O)N2CCN(c3ccc(F)cc3)CC2)CN1CCc1ccccc1 (stereo unspecified)
→ -7% | 11% | -0.9% | 5%
CCOC(=O)c1ccc2c(c1)N(Cc1ccc(F)cc1Cl)C(=O)c1ccccc1S2
→ -13%[10.9 µM] | -23% | ? | 2%
O=C(NC(C(=O)c1ccccc1)n1c(=O)cc[nH]c1=S)c1ccccc1 (stereo unspecified)
→ . | -5% | . | 0%
CS(=O)(=O)N(CC(=O)N1CCOCC1)Cc1ccccc1
→ 0% | 6% | 1.4% | -7%
CN(C)C(=O)c1nc(C#N)c(N(C)C)o1
→ -1% | -7% | 1.6% | 0%
COc1ccc(N2CCN(C(=O)c3cc4c(=O)n(Cc5ccccc5)ccc4nc3C)CC2)cc1
→ -10%[10.9 µM] | -26% | -1.9% | -2%
COc1ccccc1N1CCN(c2cc(=O)n(-c3ccc(Br)cc3)c(=O)[nH]2)CC1
→ -3% | 1% | 0.4% | 21%

Pulled by structure from the list above (two):
The line under a structure holds: Imprint erasure | p53ts 39C kill | IkB signaling | p53ts 32C tox
Cc1ccc(NC(=O)c2ccco2)c(NC(=O)c2cccs2)c1
→ 5% | 13% | 0.4% | 4%
CN(C)C(=O)c1nc(C#N)c(N(C)C)o1
→ -1% | -7% | 1.6% | 0%

Further records follow.
The line under a structure holds: Imprint erasure | p53ts 39C kill | IkB signaling | p53ts 32C tox
O=C1c2ccccc2S(=O)(=O)N1Cc1nnc(-c2ccccc2Br)o1
→ 0% | -20% | 0.2% | -26%
Cc1nc(N2CCOCC2)c2nc(-c3ccccc3)n(CC(C)(C)CN(C)C)c2n1
→ -13% | 3% | . | -2%
Cc1ccc(CN2CCN(C3CCN(C(=O)Nc4ccccc4C(F)(F)F)CC3)C(=O)C2=O)cc1
→ 12%[10.9 µM] | -14% | -3.0% | 10%
CC(C)(C)N1C(=O)Cc2c1nc(N)c1c(N)nc(N3CCCCC3CO)c(C#N)c21 (stereo unspecified)
→ -14% | -19% | ? | ?
CCOC(=O)c1c(S(=O)(=O)N2CCCC(C(=O)Nc3ccc(C)cc3C)C2)c(C)n(CC)c1C (stereo unspecified)
→ -14%[10.9 µM] | 11% | ? | -2%
COCCNC(=O)c1cccc(-n2c(C)nc3cccnc32)c1
→ 11%[10.9 µM] | -5% | 0.9% | -4%
O=C(NC1CCCCC1)N1CCC(n2cnc3ccccc32)CC1
→ 18% | 8% | 1.0% | 7%
CC(C)CCNC(=O)Nc1ccc2c(c1)N(Cc1ccccc1)C(=O)c1ccccc1S2
→ -4%[10.9 µM] | -1% | 4.6% | 5%
COc1ccc(Oc2nc3c(C)cccn3c(=O)c2/C=C(\C#N)c2nc3ccccc3[nH]2)cc1
→ 5%[10.9 µM] | 16% | ? | -1%
C/C(=C\C(=O)c1ccc(Br)cc1)N1CCCCC1
→ -4% | 3% | 1.0% | -5%
COc1ccc(C2=C(C)C(N3CCC(C(=O)Nc4ccc(F)cc4C)CC3)=NS2(=O)=O)cc1
→ -11%[10.9 µM] | 12% | 0.1% | -1%
Clc1ccc(C=Nc2ccc3c(c2)Cc2ccccc2-3)c(Cl)c1
→ -12%[10.9 µM] | 9%[9.22 µM] | -0.3%[11.4 µM] | 24%[9.22 µM]
COc1ccc(NC(=O)c2oc3ccccc3c2NC(=O)C23CC4CC(CC(C4)C2)C3)c(OC)c1
→ -16%[10.9 µM] | 0% | 0.5% | 3%
COc1ccc(NC(=O)c2csnn2)cc1Cl
→ -21%[10.9 µM] | -14% | -0.2% | -11%
CCOc1ccc(NC(=O)c2sc3nc4c(cc3c2N)CN(Cc2ccccc2)CC4)cc1
→ -12%[10.9 µM] | ? | -2.2% | 13%
CCOc1ccc2[nH]c(=O)c(CN(CC3COCCO3)C(=O)c3ccco3)cc2c1 (stereo unspecified)
→ 8% | 2% | -0.7% | 14%
Cc1nc(C)c(CCNS(=O)(=O)c2ccc(C)c(C)c2)s1
→ -12%[10.9 µM] | -26% | 3.8% | 10%
Cn1ncc(C(=O)N2CCN(c3ccccc3F)CC2)c1C1CCN(C(=O)OC(C)(C)C)CC1
→ 14%[10.9 µM] | -13% | ? | 4%
O=P(O)(CCc1ccccc1)CN1CCCCC1
→ 13% | 2% | -0.3% | -5%
CNS(=O)(=O)c1cn(CC(=O)Nc2ccc(C)cc2C)cc1S(=O)(=O)NC
→ 21%[10.9 µM] | -13% | -0.7% | 5%
CC(NS(=O)(=O)c1ccc2c(c1)CCN2C(=O)CCCC(=O)O)c1ccccc1 (stereo unspecified)
→ -5%[10.9 µM] | -10% | 3.0% | 2%
COc1cc(OC)c(OC)cc1/C=C/c1nc2ccccc2c(=O)n1-c1ccc(Br)c(C)c1
→ -11%[10.9 µM] | -9% | -1.3% | 5%
CCOC(=O)Cc1csc(NC(=O)c2csc(C)c2)n1
→ -33%[inhibitor] | -19% | ? | -12%
CCOC(=O)c1c(-c2ccccc2)csc1NC(=O)c1cc(-c2ccc(F)cc2)on1
→ -5%[10.9 µM] | -1% | ? | 2%
CN(CC(=O)N1CCN(c2ccccc2)CC1)S(=O)(=O)c1cnc[nH]1
→ -10% | -5% | -0.3% | -15%
COc1ccc(-n2cc(C(=O)NCCc3cc(OC)ccc3OC)c3ccccc3c2=O)cc1
→ 7%[10.9 µM] | -13% | ? | 9%
O=C1CC[C@@]23/C=C/C(=O)NCCCCNCCCNC(=O)/C=C/c4ccc(c2c4)OC3C1 (stereo partly specified)
→ 9% | -11% | . | 7%
Cc1cccc2cc(CN(Cc3cccs3)C3(c4nnnn4C4CCCC4)CCCC3)c(=O)[nH]c12
→ 6% | 3% | -1.0% | 8%
O=C1[C@@H]2[C@H](Cc3ccc(O)cc3)N[C@]3(C(=O)Nc4ccccc43)[C@@H]2C(=O)N1c1ccc(F)cc1
→ 6% | 9% | 2.6% | -4%
Nc1cc([N+](=O)[O-])ccc1C(=O)O
→ 11% | 2% | 14% | -2%[1.84 µM]
CCc1ccc(C2CC(c3cccc(Cl)c3)n3nc(N)nc3N2)cc1 (stereo unspecified)
→ -17% | -9% | -2.8% | -10%
CC(C)CN(CCCNC(=O)CN1N=C(c2ccccc2)CCC1=O)CC(C)C
→ -14%[10.9 µM] | 31%[activator] | -2.0% | -1%
CC(=O)c1c(C)[nH]c(C(=O)OCCCCN2C(=O)c3ccccc3C2=O)c1C
→ -13% | -21% | ? | -2%
CN(C)CCCn1c(N)c(C#N)c2nc(C#N)c(C#N)nc21
→ -21% | -15% | ? | 48%[activator]
COc1cccc(-n2ccnc2SCC(=O)Nc2ccccc2)c1
→ -13% | 6% | -1.1% | -19%
CCOC(=O)C1CCCN(C(=O)Cc2c(F)cccc2Cl)C1 (stereo unspecified)
→ -4% | -5% | 0.0% | -8%
COc1ccc(S(=O)(=O)N/N=C\c2ccc(OC)c(COc3ccc(C)cc3[N+](=O)[O-])c2)cc1
→ . | -7% | . | 7%
COc1ccc(-c2nc3cnc(N4CCNCC4)nc3n(Cc3cccc(OC)c3)c2=O)cc1
→ . | ? | -1.3%[11.4 µM] | -20%
Brc1c(CSc2nnc(-c3ccco3)o2)nc2ccccn12
→ -10% | -8% | -3.4% | -13%
C/C(=C\C(=O)c1ccc(F)cc1)Nc1ccc(N2CCOCC2)cc1
→ -7% | -3% | 0.8% | 1%
CC(Nc1ncnc2c1cnn2-c1cccc(Cl)c1)c1ccccc1 (stereo unspecified)
→ -19%[10.9 µM] | -4% | ? | -2%

Compounds were not picked by outcome; about 1.7% have a hit in one of these screens.
